# Dynein cargo inh – blocks dynein driven cargo transport along microtubules. hit rate 0.47% among 220,000. z-score, hits read low. AID 1381. 3617.4 mouse cells, GR-EGFP nuclear translocation imaging; test concentration mostly 20 µM; stimulated with dexamethasone, 1 µM; stronger effect = lower value;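 active means plate z-score of nuclear minus cytoplasmic receptor signal below a set negative limit, without overly bright fluorescence or cell loss, cut at about -3.5 in these data, passing the limit was not always enough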;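 further: z-score of nuclear minus cytoplasmic ring GR-EGFP intensity difference per well; some compounds called inactive have numbers as strong as hits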
#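 Buffer or medium: tet-free, stripped-serum medium; reagent: dexamethasone at 1.0 µM final, 30 min; incubation: 48 h induction, 1 h compound, 30 min dex at 37 °C; measured by: formaldehyde fixation, Hoechst nuclear stain, 10x automated fluorescence imaging; read-out: nuclear-to-cytoplasmic GR-EGFP distribution per well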
# bCat nuc transl – modulators of beta-catenin nuclear translocation; hit rate 0.3% among 190,000; nuclear translocation activity, % at 5 µM; HeLa beta-catenin nuclear translocation, immunofluorescence imaging;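 active means nuclear translocation activity above 50% at 5 µM, with a well cell count of 50 or more; inconclusive means wells under 50 cells across six images, flagged as toxic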;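 further: per-cell ratio of nuclear to cytoplasmic median beta-catenin stain intensity; plate controls were DMSO negative control for no effect and GSK-3 inhibitor IX positive control for full effect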
#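 Test system: human HeLa cells, endogenous beta-catenin. Times: 24 h compound exposure, 37°C. Measured by: beta-catenin immunofluorescence imaging with DAPI.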
# Hep lipid drop – modulators of hepatic lipid droplet formation. hit rate 0.4% among 240,000. inhibition, % at 6.5 µM. AML12 mouse hepatocytes, oleate lipid droplets, BODIPY imaging;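 active means lipid droplet intensity inhibited by at least 50%, with more than 500 cells counted; inconclusive means wells with under 300 cells, treated as cytotoxic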
#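 Technique: fluorescence imaging, 20x objective, two fields per well / Assay system: AML12 hepatocytes (mouse) / Measure: % inhibition of lipid droplet signal / Doses: 6.5 µM single-point dosing / Incubation: overnight exposure / Reagent: 100 µM oleic acid challenge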
# Myeloid diff 2 – myeloid differentiation induction; AID 624256; hit rate 1% among 360,000; ER-HoxA9 myeloid progenitors, lysozyme-GFP differentiation, flow cytometry; calls only at 10 µM;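 active means normalized GFP-positive differentiation at or above the plate's own cutoff, the solvent-only control mean plus 3 SD; inconclusive means no clear call, values can overlap the other calls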;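 further: cells exposed to compound for four days before flow analysis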
# TNAP activation fold – stimulation of alkaline phosphatase TNAP activity – biochemical, luminescent, no phosphate acceptor, uHTS, primary screen (AID 1001); hit rate 0.03% among 200,000; activation fold at 20 µM; hits with a dose series show EC50 in µM; purified TNAP, luminescent activation assay, no phosphate acceptor; higher activation fold means a stronger effect; in the data active means activation fold from about 3, or a potency from the dose series; inactive means the rest, 99 in 100 with activation fold below about 1.6; further: many of its hits are not listed in these tables
# T cell modulator – T cell immune modulators affecting CD8 T cell-vesicle binding | calls only at 7 µM | hit rate 0.068% among 330,000 | 2C CD8+ T cell-vesicle binding, flow cytometry; stronger effect = lower value;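 active means response, share of CD8 T cells binding vesicles, and their 90th percentile fluorescence all below set limits, cut at about 80% in these data, passing the limit was not always enough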
#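 Also added: QL9-peptide-loaded Drosophila micro-vesicles bearing Ld, ICAM-1 and B7-1; Test system: purified 2C TCR transgenic mouse naive CD8+ T cells; Measured by: cytometric PE anti-B7-1 and Alexa647 anti-CD8 signals after 1% paraformaldehyde fixation; Timing: binding step 1.5 h, 37 °C, antibody labelling 20 min, ice.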
# Ins promoter up – MIN6 insulin promoter up-regulation | MIN6 insulin promoter-GFP reporter, high-content imaging; stronger effect = higher value | z-score at 5 µM | hit rate 0.3% among 190,000 | AID 1625;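 active means z-score above 3 at 5 µM with at least 500 cells counted in the well; inconclusive means wells under 500 cells, flagged as cytotoxic or low count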
# human PMI inhibition – MPI enzyme activity inhibition – biochemical, fluorescence intensity, coupled assay, primary screen (AID 1209); purified PMI enzyme, coupled fluorescence intensity; higher % means a stronger effect; inhibition, % at 20 µM, or IC50 in µM where a hit was titrated; hit rate 0.42% among 190,000; in the data active means inhibition above about 50%;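 further: plate controls were DMSO vehicle for no effect and wells lacking substrate for full effect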
# MT stabilizer – microtubule stabilizers in HeLa cells; % tubulin-high responders, % at 10 µM; HeLa tubulin immunostaining HCS, 24 h; share of cells brighter than vehicle mean+2SD; hit rate 0.83% among 200,000;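 active means plate Z-score above 3 for both tubulin-high and condensed-nucleus cell shares, with cell loss under 80%, at 10 µM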;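 further: anti alpha tubulin signal scored within the nucleus-defined area of each cell; some results filed as inactive read as strong as hits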
# Dynein cargo inh cytoplasmic EGFP – second read-out of Dynein cargo inh, no call of its own (marks repeat the call); z-score; measured here: cytoplasmic GR-EGFP intensity; stronger effect = higher value
# Dynein cargo inh nuclear GR-EGFP – also measured in Dynein cargo inh; calls as there; z-score; measured here: nuclear GR-EGFP intensity;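 lower value marks the stronger effect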
# Dynein cargo inh cell count – recorded beside Dynein cargo inh, whose call it bears; z-score; measured here: cell count per field
# Ins promoter up cell count – further read-out of Ins promoter up, marked with its call; cell count; measured here: cytotoxicity, nuclei count;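 total cells summed across four imaged fields per well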
# Hep lipid drop cells 6.5 µM – second read-out of Hep lipid drop, no call of its own (marks repeat the call); cell count; measured here: cell count, cytotoxicity flag;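 cells counted across two imaged fields per well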
# bCat nuc transl cell count 5 µM – recorded beside bCat nuc transl, whose call it bears; cell count; measured here: cell count, cytotoxicity flag
# T cell modulator vesicle-bound % – further read-out of T cell modulator, marked with its call; double positive events, %; measured here: CD8+ vesicle-bound cell fraction;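 binding gate set so that unloaded-vesicle control wells show 10% double positive cells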
# MT stabilizer Hoechst-high % – also measured in MT stabilizer; calls as there; % Hoechst-high responders; measured here: nuclear condensation Hoechst responders;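 share of cells brighter than vehicle mean plus two SD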
# MT stabilizer cytotoxicity % – second read-out of MT stabilizer, no call of its own (marks repeat the call); toxicity, %; measured here: cytotoxicity by cell density;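 0% = mean cell density of plate MIN control wells and 100% = no cells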
# Myeloid diff 2 GFP+ MAC1+ % – second read-out of Myeloid diff 2, no call of its own (marks repeat the call); GFP+ MAC1+ double positive, %; measured here: differentiation confirmed by MAC1 staining
# Active calls of the source: *; i = inactive; ? = inconclusive; · = no result given.
SMILES,Dynein cargo inh,Dynein cargo inh cytoplasmic EGFP,Dynein cargo inh nuclear GR-EGFP,Dynein cargo inh cell count,bCat nuc transl,bCat nuc transl cell count 5 µM,Hep lipid drop,Hep lipid drop cells 6.5 µM,Myeloid diff 2,Myeloid diff 2 GFP+ MAC1+ %,TNAP activation fold,T cell modulator,T cell modulator vesicle-bound %,Ins promoter up,Ins promoter up cell count,human PMI inhibition,MT stabilizer,MT stabilizer Hoechst-high %,MT stabilizer cytotoxicity %
Cc1ccc(-c2nnc(SCC(=O)Nc3cccc(C(=O)N4CCOCC4)c3)n2C)cc1,-0.45,-0.33,-0.69,0.38,1.4,952,-2,651,i,0.2,1.1,i,47,-0.08,1331,-8%,1.2,4.5,9.0
CC(C)CC(c1nnnn1CC1CCCO1)N1CCN(c2cccc(Cl)c2)CC1 (stereo not drawn),-0.6,-0.11,-0.31,1.2,-1.5,1187,2,783,i,0.5,1.1,i,43,-1.8,922,-4%,4.9,3.2,5.7
CCOc1cc(C(=O)NC(C)CC)cc(OCC)c1OCC (stereo not drawn),0.57,-0.1,0.23,0.31,-2.1,868,·,·,i,0.4,1.1,i,46,-0.37,1352,2%,3.2,1.9,2.9
Cc1cccc(C)c1OCC(O)Cn1c2ccccc2c2ccccc21 (stereo not drawn),-1.1,-0.078,0.14,0.84,3.0,1419,·,·,i,0.4,1.1,i,13,0.31,1460,23%,3.1,1.5,7.6
O=C(COC(=O)CCCSc1nc2ccccc2[nH]1)Nc1ccc(Cl)cc1,-0.43,-0.16,-0.035,1,0.8,1133,10,706,i,1.2,1.1,i,45,0.38,1571,13%,3.6,2.6,7.6
COc1ccc(/C=N/NC(=O)c2ccncc2)cc1CSc1nc2ccccc2s1,0.29,-0.24,0.063,-0.06,-2.1,1090,-1,554,i,0.7,1.4,i,20,1.2,1385,2%,7.2,3.1,2.7
CC(C)CCN1CCN(Cc2ccsc2)CC1CCO (stereo not drawn),-0.31,-0.32,-0.17,0.35,2.3,1039,8,729,i,1.1,1,i,1,-0.06,1468,3%,2.9,2.2,8.9
O=C(COC(=O)c1ccccc1C(=O)c1ccc(Cl)cc1)NCc1ccccc1,0.58,-0.19,0.22,-0.88,4.5,980,-27,554,i,0.5,1.1,i,60,0.41,1501,12%,3.6,2.4,3.2
CC(=O)c1c(N2CCN(Cc3ccccc3)CC2)nc(=S)n(Cc2ccccc2)c1C,1.3,-0.23,0.88,-0.77,-2.0,966,-4,630,i,1.6,1,i,45,-0.03,1210,-47%,1.9,1.9,13
Cc1ccc(C(=O)Nc2cccc(C(=O)NCc3ccccc3)c2)o1,-0.61,-0.19,-0.057,0.5,-1.1,1011,·,·,i,3.9,1.2,·,·,0.17,1237,-4%,4.1,1.6,7.1
CC1Cc2ccccc2N1C(=O)Cn1cnc2ccccc2c1=O (stereo not drawn),-0.11,-0.15,0.34,0.45,-1.0,1090,-10,547,i,0.4,1,i,23,0.06,1773,-3%,3.8,3.2,7.8
Cc1nn2c(C)c(C(=O)Nc3ccccc3)cnc2c1-c1ccccc1,1.6,-0.24,0.52,-0.86,0.1,1320,·,·,i,0.4,·,i,50,0.23,1401,·,·,·,·
CCn1c(SCC(=O)N2c3ccccc3CCc3ccccc32)nnc1-c1ccc(OC)cc1,0.12,-0.22,0.21,0.11,2.1,1130,-6,616,i,0.8,1.1,i,21,-0.16,1249,4%,3.0,3.1,7.6
Cc1cc(=O)oc2cc3c(cc12)OCCO3,0.27,-0.21,0.44,0.13,0.9,1196,·,·,i,1.3,0.9,i,4,-0.96,996,1%,5.3,2.4,11
COCCn1c(C)cc(C(=O)COC(=O)c2ccc(N3CCCC3=O)cc2)c1C,-0.61,0.11,-0.043,0.59,·,·,4,700,i,0.6,1.1,i,21,0.25,1148,8%,2.4,1.3,1.1
COc1ccccc1-c1cc(C(=O)Nc2cc(C)nn2-c2ccccc2)no1,0.25,-0.18,0.12,0.77,8.6,809,1,613,?,·,1.1,i,11,-0.16,1665,12%,47*,35*,27*
CC(=O)CCc1oc2ccccc2c1-c1ccccc1,0.35,-0.26,0.62,-0.29,-0.3,1276,-4,685,i,0.3,·,i,14,-0.37,1111,·,·,·,·
COc1cc(NC(=O)COC(=O)CC(C)(C)C)c(C)cc1[N+](=O)[O-],0.34,-0.24,0.22,0.59,-2.0,530,7,640,i,0.5,1.1,i,36,-0.09,1348,-4%,2.4,2.1,8.1
N#Cc1c(NC(=O)c2nc3ncccn3n2)sc2c1CCCCC2,-0.62,-0.2,-0.56,0.092,-1.0,1038,5,518,i,1.3,0.7,i,14,0.42,1644,1%,4.1,1.8,4.9
Cc1oc(-c2cccs2)nc1CS(=O)CC(=O)NCc1ccc2c(c1)OCO2 (stereo not drawn),-0.71,-0.65,-0.61,0.15,0.0,1295,1,660,i,1.4,·,i,24,0.45,940,·,·,·,·
COCc1cc(=O)[nH]c(SC)n1,0.73,-0.095,0.31,-0.31,-2.2,1227,-3,605,i,0.4,·,i,3,-0.01,1137,·,·,·,·
CC(=O)Nc1nc(C(=O)O)cs1,1.6,-0.17,1,-0.71,0.6,1039,9,670,i,0.6,1.1,i,67,-0.59,1217,-1%,2.3,1.5,7.6
CCCCn1c(SCC(=O)Nc2nnc(C)s2)nc2c1c(=O)n(C)c(=O)n2C,-0.19,-0.18,-0.27,-0.061,-5.1,795,·,·,i,1.2,1.1,i,13,1,1119,4%,2.7,1.3,4.5
Cc1ccc(C(=O)N/C(=C\c2ccc3c(c2)OCO3)C(=O)Nc2ccc(C(=O)O)cc2)cc1,-0.82,-0.3,-0.14,1.9,-1.1,1039,-8,688,i,0.3,1.2,i,56,-0.06,1139,-7%,9.1,1.7,7.7
CCn1cc(C(=O)NCC2CCCO2)c2cc(OC)c(OC)cc2c1=O (stereo not drawn),0.91,-0.05,0.54,0.43,0.4,1434,·,·,i,0.8,1.1,i,58,0.21,1507,8%,1.5,5.4,8.0

# (continued)
SMILES,Dynein cargo inh,Dynein cargo inh cytoplasmic EGFP,Dynein cargo inh nuclear GR-EGFP,Dynein cargo inh cell count,bCat nuc transl,bCat nuc transl cell count 5 µM,Hep lipid drop,Hep lipid drop cells 6.5 µM,Myeloid diff 2,Myeloid diff 2 GFP+ MAC1+ %,TNAP activation fold,T cell modulator,T cell modulator vesicle-bound %,Ins promoter up,Ins promoter up cell count,human PMI inhibition,MT stabilizer,MT stabilizer Hoechst-high %,MT stabilizer cytotoxicity %
CCCCc1cc(=O)oc2cc(OCc3nn[nH]n3)c(Cl)cc12,-2.6,0.9,-1.1,-4.3,-3.6,1054,1,776,i,0.7,1,i,34,0.83,870,-6%,2.3,1.1,9.2
NC(=O)C(CC(=O)O)NC(=O)[C@@H]1CCCCNc2c(I)cc([N+](=O)[O-])cc2C(=O)N[C@@H](CO)C(=O)NCC(=O)N1 (stereo partly drawn),-0.56,-0.29,0.24,0.42,·,·,-6,766,·,·,1,·,·,0.57,1375,-11%,2.4,1.1,3.7
CCC(=O)NC(=S)Nc1ccc(NC(=O)c2ccc(OC)cc2)cc1,-0.38,-0.13,-0.13,0.61,-0.8,1244,17,659,i,0.2,1,i,33,0.05,1455,7%,1.9,2.8,9.5
Cc1ccc2nc(-c3cccs3)oc(=O)c2c1,-0.9,-0.11,-0.62,-0.56,-2.9,1105,1,671,i,0.6,1.1,i,18,-0.49,1379,-13%,2.3,2.0,6.5
COc1ccc(N2CCN(C(=S)NCc3ccccc3)CC2)cc1,-0.53,-0.31,0.39,0.27,-1.1,1129,-7,705,i,1.3,1.1,i,30,0.15,1554,-4%,3.9,2.0,6.8
CC(=O)C1=C(c2ccccc2)NC(=O)NC1c1ccccc1OCC(=O)NCc1ccccc1 (stereo not drawn),-0.023,-0.27,0.092,0.009,·,·,-5,758,i,7.0,1.1,i,40,0.41,929,-1%,2.3,2.2,5.0
CN(C)CCSc1nc(N)c2c3c(sc2n1)CN(C)CC3,-0.3,-0.17,0.13,0.034,1.8,579,·,·,i,0.6,1,i,24,-1.5,1380,-14%,6.0,1.3,1.9
O=C(CSc1nnc(-c2cccc(S(=O)(=O)N3CCOCC3)c2)n1C1CCCCCC1)NCc1ccccc1,0.32,-0.14,1.1,-0.036,-1.9,1350,·,·,i,6.0,1.1,i,43,-1.1,1580,8%,2.9,2.4,8.3
COc1nc(N)c(C#N)c(-c2ccc(N(C)CCC#N)cc2)c1C#N,-0.35,0.2,0.21,-0.2,-0.4,1382,-1,631,i,0.6,·,i,46,0.11,997,·,·,·,·

# High-throughput results deposited in PubChem BioAssay by several laboratories.
